MBNL1-CUG inh – blocks human MBNL1 binding to CUG repeat RNA. Q9NR56. TR-FRET MBNL1-His/biotin-(CUG)12 binding, 665/545 ratio. Potency, µM (titrated, usually from 57.5 µM), for inactives: top-dose activity change, negative = inhibition, hits mostly inhibitors. 280,000 tested, 0.036% active. AID 2675; active means well fitted inhibition curve with a large enough effect in the signal ratio, with a control signal flat, not every such curve was filed as active; inconclusive means small, poorly fitted or top-dose-only effect, or effect the other way, or a change in a side signal; inactive means no such curve, though single readings can be large or run the other way; the % refers to the signal ratio; further: on the % scale 0 is the no-effect control and ±100 the full control effect
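MBNL1-His + Biotin-(CUG)12, cpd titration 92 nM–58 uM; Tb anti-His Ab 0.055 ng/ul, SA-XL665 5 nM (final); 60 min RT; ratiometric 665/545 nm, Ex 340 nm; normalized to buffer and full-complex controls.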
Rab9 promoter act – activators of Rab9 promoter. Huh7 Rab9 promoter-luciferase reporter, luminescence, 24 h. Potency, µM (series often up to 9.22 µM), for the others: top-dose activation, negative = inhibition, most hits filed as activators. 320,000 tested, 2.8% active; further: % of control where 0% means no effect; nearly all actives have a fitted effect of over 60% in size
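Luminescence read-out: Huh7 cells stably expressing Rab9-luciferase, treated 24 h with compound at 37 °C, then lysed with luciferase reagent for 10 min at ambient before reading.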
Gal4-VP16 FLuc – inhibits Gal4-VP16 luciferase reporter, ROR gamma counter-screen; AID 2546; Potency, µM (series often up to 53.6 µM), inactives show top-dose activity, negative = inhibition, actives largely listed as inhibitors; Drosophila S2 Gal4-VP16 UAS-luciferase, luminescence, 20 h; 310,000 tested, 3.5% active;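 further: Gal4-VP16 expression switched on by copper sulfate through the metallothionein promoter; on the % scale 0 is the no-effect control and ±100 the full control effect; nearly all actives have a fitted effect of over 50% in size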
RORgamma inh – inhibitors of mouse ROR gamma transcriptional activity | AID 2551 | P51450 | Drosophila S2 Gal4-RORgamma UAS-luciferase reporter, 20 h | Potency, µM (top dose mostly 53.6 µM), for the others: at the highest dose activity change, negative = inhibition, usual class: inhibitors | 310,000 tested, 5.4% active; further: on the % scale 0 is the no-effect control and ±100 the full control effect; nearly all actives have a fitted effect of over 60% in size
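Stable Schneider cell line, Gal4 DNA-binding domain fused to ROR gamma, UAS-luciferase. Cmpd 1 hr RT → CuSO4 700 uM final → 20 hr RT → luciferase reagent 10 min → luminescence.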
p53 reactivation – mutant p53 re-activation in reporter cells; H1299 p53-A138V BP100-luciferase reporter, luminescence, 24 h; Potency, µM (doses to about 92.2 µM), for inactives: at the top dose activity change, positive = activation, actives largely listed as activators; 320,000 tested, 0.063% active; further: % of control where 0% means no effect; nearly all actives have a fitted effect of over 45% in size
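p53-null H1299 cells stably carrying temperature-sensitive p53-A138V and a BP100-luciferase reporter were pinned with compounds (4-point, 1:5 series) and held 24 hrs at 37 deg C. Luminescence was read 10 min after detection reagent.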
BRCA1 expr up – activators of BRCA1 expression; MCF7-BRCA1-FFLuc reporter, luminescence, 48 h; response scale: scaled: vehicle 0%, 10 µM genistein 100%; Potency, µM (series often up to 46.1 µM), without a hit: top-dose activation, hits mostly activators; 380,000 tested, 1.1% active; AID 624202; further: nearly all actives have a fitted effect of over 80% in size; some results filed as inactive show a strong effect at the top dose
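First, MCF7-BRCA1-FFLuc cells (2000/well) attach for 2 h; next, compounds are pin-added and incubated 48 h at 37 °C; finally, luciferase reagent is added and luminescence read after 15 min.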
MLL CXXC-DNA inh – blocks binding of human MLL CXXC domain to DNA; Q03164; Potency, µM (top dose mostly 115 µM), inactives show at the highest dose activity change, negative = inhibition, actives largely listed as inhibitors; AID 2662; 290,000 tested, 0.037% active; MLL-CXXC / FITC-HOXA9 DNA fluorescence polarization; active means well fitted inhibition curve with a large enough effect in the polarisation, with a control signal flat, not every such curve was filed as active; inconclusive means small, poorly fitted or top-dose-only effect, or effect the other way, or a change in a side signal; inactive means no such curve, though single readings can be large or run the other way; the % refers to the polarisation
Target sequence (Q03164 whole entry, looked up, the tested form may be a part): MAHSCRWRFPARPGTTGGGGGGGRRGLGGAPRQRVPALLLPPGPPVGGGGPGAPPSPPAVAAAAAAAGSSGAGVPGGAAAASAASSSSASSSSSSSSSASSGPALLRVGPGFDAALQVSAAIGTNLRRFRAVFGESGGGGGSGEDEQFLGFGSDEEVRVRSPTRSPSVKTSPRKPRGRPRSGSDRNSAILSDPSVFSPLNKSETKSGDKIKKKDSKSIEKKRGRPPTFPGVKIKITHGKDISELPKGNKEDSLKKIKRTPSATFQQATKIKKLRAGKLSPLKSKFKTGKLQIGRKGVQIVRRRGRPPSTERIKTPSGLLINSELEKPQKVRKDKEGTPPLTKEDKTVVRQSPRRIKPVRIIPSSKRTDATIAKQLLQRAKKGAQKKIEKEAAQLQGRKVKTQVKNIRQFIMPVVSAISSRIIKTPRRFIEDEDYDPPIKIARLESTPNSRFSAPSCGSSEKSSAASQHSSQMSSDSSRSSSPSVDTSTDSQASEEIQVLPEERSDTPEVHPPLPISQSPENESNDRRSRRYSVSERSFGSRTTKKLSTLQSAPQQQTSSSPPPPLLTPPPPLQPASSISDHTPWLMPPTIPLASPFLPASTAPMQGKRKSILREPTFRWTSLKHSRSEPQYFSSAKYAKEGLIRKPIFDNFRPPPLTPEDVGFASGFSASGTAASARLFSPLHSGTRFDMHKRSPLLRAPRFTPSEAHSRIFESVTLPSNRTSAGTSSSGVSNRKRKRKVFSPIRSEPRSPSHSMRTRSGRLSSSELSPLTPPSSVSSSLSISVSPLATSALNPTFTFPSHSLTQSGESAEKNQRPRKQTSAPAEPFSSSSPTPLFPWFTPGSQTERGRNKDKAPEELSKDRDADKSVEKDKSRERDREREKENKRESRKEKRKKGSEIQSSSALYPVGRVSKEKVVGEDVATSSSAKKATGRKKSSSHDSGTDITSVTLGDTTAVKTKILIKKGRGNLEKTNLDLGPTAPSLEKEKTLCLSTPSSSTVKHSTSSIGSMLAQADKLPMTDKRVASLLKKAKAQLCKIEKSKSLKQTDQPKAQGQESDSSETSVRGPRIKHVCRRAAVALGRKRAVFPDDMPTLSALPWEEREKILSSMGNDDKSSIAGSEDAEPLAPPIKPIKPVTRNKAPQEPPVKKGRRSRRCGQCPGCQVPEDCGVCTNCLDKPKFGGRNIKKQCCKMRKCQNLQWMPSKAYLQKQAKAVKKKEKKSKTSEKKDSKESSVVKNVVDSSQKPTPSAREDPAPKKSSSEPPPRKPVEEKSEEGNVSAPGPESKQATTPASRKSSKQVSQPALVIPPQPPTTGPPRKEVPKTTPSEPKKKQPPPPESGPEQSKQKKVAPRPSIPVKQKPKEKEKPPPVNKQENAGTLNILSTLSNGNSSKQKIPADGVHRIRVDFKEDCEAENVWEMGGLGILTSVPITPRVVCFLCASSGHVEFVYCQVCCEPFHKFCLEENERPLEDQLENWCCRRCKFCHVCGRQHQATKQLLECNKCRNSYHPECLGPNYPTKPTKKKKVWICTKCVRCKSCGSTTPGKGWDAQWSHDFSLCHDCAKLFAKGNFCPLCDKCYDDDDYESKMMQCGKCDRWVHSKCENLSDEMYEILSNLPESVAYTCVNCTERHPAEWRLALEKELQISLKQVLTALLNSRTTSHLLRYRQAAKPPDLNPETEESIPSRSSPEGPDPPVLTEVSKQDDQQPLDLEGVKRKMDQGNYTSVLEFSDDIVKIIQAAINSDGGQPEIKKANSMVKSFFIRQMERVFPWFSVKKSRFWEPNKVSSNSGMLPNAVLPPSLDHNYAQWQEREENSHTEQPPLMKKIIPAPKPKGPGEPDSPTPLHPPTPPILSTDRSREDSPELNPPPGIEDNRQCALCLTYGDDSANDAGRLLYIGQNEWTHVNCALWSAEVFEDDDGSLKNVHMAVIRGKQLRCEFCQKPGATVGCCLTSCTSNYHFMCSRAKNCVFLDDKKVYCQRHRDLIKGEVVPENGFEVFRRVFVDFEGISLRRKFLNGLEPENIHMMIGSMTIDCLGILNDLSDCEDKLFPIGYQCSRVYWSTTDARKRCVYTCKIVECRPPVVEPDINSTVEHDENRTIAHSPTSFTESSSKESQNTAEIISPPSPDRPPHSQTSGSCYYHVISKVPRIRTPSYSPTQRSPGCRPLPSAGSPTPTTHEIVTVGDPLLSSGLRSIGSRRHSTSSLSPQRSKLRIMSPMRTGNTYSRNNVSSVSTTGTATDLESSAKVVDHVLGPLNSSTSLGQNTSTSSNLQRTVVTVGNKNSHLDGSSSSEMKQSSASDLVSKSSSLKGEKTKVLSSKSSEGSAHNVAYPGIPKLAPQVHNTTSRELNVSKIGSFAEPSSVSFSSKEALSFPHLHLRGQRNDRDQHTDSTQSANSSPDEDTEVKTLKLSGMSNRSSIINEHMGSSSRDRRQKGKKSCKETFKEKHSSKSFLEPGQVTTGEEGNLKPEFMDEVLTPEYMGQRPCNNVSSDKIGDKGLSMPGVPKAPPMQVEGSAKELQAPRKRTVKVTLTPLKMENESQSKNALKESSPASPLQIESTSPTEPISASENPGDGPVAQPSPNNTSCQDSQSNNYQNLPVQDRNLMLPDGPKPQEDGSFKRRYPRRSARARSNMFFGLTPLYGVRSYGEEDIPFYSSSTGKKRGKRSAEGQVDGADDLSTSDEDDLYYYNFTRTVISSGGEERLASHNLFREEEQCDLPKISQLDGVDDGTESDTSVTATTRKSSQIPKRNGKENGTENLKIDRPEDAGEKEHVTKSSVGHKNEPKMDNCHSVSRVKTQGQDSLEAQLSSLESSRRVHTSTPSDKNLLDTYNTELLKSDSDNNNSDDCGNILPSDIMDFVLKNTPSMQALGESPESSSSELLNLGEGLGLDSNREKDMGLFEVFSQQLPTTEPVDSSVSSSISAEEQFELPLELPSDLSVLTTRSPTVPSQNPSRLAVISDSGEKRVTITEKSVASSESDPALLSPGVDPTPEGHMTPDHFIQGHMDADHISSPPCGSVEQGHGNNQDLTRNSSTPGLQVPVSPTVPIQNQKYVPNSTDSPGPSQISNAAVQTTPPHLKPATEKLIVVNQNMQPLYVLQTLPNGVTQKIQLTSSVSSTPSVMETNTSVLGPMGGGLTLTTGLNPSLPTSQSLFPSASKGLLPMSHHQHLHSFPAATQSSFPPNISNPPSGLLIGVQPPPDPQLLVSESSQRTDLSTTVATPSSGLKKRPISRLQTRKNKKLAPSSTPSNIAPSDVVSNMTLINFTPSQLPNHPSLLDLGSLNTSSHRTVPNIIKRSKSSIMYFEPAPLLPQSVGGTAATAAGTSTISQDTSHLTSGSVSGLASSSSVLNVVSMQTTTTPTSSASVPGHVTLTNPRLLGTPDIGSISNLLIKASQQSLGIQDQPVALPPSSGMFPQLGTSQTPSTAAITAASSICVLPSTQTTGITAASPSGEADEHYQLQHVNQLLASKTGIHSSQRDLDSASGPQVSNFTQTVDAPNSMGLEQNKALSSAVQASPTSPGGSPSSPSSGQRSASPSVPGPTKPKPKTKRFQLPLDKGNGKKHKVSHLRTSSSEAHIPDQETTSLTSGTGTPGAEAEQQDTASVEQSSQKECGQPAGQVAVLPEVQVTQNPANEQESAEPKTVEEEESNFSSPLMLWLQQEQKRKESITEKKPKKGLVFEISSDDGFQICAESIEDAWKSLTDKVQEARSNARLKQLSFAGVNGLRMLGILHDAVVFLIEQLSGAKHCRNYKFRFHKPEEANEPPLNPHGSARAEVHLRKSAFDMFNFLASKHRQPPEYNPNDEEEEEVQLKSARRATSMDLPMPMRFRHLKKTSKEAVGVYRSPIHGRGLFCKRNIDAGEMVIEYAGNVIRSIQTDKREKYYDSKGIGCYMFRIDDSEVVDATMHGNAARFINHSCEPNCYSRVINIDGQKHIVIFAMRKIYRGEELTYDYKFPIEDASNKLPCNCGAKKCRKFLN
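Fluorescence polarization: 7 uM MLL-CXXC (stock) preincubated 5 min with compounds, then 50 nM fluorescein-HOX-A9 DNA (stock) added; 30 min ambient. Buffer 50 mM Tris-HCl pH 7.5, 50 mM NaCl, 1 mM DTT, 0.05% BSA.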
uPA surface inh – cell surface uPA generation inhibition. cell surface uPA generation assay, qHTS. Potency, µM (doses to about 38.3 µM), for inactives: at the highest dose activity change, negative = inhibition, usual class: inhibitors. AID 540303. 330,000 tested, 0.31% active; active means well fitted inhibition curve with a large enough effect; inconclusive means small, poorly fitted or top-dose-only effect; inactive means no such curve, though single readings can be large or run the other way; tested in mouse RAW 264.7 cells; further: on the % scale 0 is the no-effect control and ±100 the full control effect; nearly all actives have a fitted effect of over 55% in size
NPC1 promoter act – activates the NPC1 promoter. AID 485313. 320,000 tested, 2.4% active. Huh7 NPC1 promoter luciferase reporter, 24 h. Potency, µM (titrated, usually from 9.22 µM), without a hit: at the highest dose activation, actives largely listed as activators;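 further: % of control where 0% means no effect; nearly all actives have a fitted effect of over 60% in size; reporter is driven by a mutant NPC1 promoter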
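Luciferase expression driven by the NPC1 promoter was measured in stably transfected Huh7 cells after a 24 h compound incubation, using a luciferase reagent and a luminescence read.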
FLuc counter – counter-screen for miR-21 project: firefly luciferase inhibitors or activators; P08659; purified FLuc, Km substrates, luminescence inhibition; Potency, µM (series often up to 57.5 µM), without a hit: top-dose activity change, negative = inhibition, usual class: inhibitors; 360,000 tested, 6.9% active; AID 588342;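 further: plate controls were vehicle for no effect and reference inhibitor for full effect; nearly all actives have a fitted effect of over 55% in size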
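Purified P. pyralis luciferase, 10 nM final, with Km-level 10 uM D-luciferin and 10 uM ATP in 50 mM Tris acetate pH 7.5, 10 mM Mg acetate, 0.01% Tween-20, 0.05% BSA; 6-point qHTS titration about 60 µM downward; luminescence read.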
ELG1 genotox – genotoxicity induction in ELG1-luciferase HEK293T cells. HEK293T ELG1-luciferase reporter, luminescence, 16 h. Potency, µM (highest dose often 46 µM), without a hit: top-dose activity change, positive = activation, most hits filed as activators. 330,000 tested, 1.3% active. AID 504466; further: % of control where 0% means no effect; nearly all actives have a fitted effect of over 60% in size
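HEK293T cells expressing luciferase-tagged ELG1 were treated with compound or DMSO for 16 hr at 37°C. Luciferase activity was then read after 30 min with ONE-Glo at room temperature; rising signal flags genetic stress.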
* marks the source's active call; other numbers are inactive results. Unless noted, the call rests on the fitted dose curve; in most records, active means well fitted curve in the direction sought with a large enough effect; inconclusive means small, poorly fitted or top-dose-only effect, or another doubt; inactive means no such curve, though single readings can be large; an effect the other way counts as inactive or inconclusive. Potency means the concentration at half of the fitted maximal effect. A portion of the library, so the mix of outcomes need not match the whole.

How did CC(=O)c1ccc(S(=O)(=O)Nc2ccc(-n3c(C)nc4ccccc4c3=O)cc2)cc1 do in these assays?
Rab9 promoter act: 1%; p53 reactivation: -3%; BRCA1 expr up: -26%; uPA surface inh: -6%; NPC1 promoter act: 3%; FLuc counter: 14%; ELG1 genotox: -17%

What do the screens show for `Cn1cccc1/C=N/NC(=O)CNc1cccc2ccccc12`?
MBNL1-CUG inh: 2%; Rab9 promoter act: -5%; Gal4-VP16 FLuc: -5%; RORgamma inh: 1%; p53 reactivation: -3%; BRCA1 expr up: 16%; MLL CXXC-DNA inh: -3%; uPA surface inh: -12%; NPC1 promoter act: -4%; FLuc counter: -17%; ELG1 genotox: -1%

Results for O=C(CCN1C(=O)c2cccc3cccc(c23)C1=O)NCc1ccco1 ?
MBNL1-CUG inh: inconclusive; Rab9 promoter act: 0%; Gal4-VP16 FLuc: -7%; RORgamma inh: 2%; p53 reactivation: 0%; BRCA1 expr up: -44%; MLL CXXC-DNA inh: 0%; uPA surface inh: -14%; NPC1 promoter act: 5%; FLuc counter: -3%; ELG1 genotox: 0%

What do the screens show for `CCN(CC)CCOC(=O)c1ccc(NC(=O)CCCN2C(=O)S/C(=C/c3ccc(OC)cc3)C2=S)cc1`?
MBNL1-CUG inh: inconclusive; Rab9 promoter act: -27%; Gal4-VP16 FLuc: 1.6µM*; RORgamma inh: 1µM*; p53 reactivation: -13%; BRCA1 expr up: -87%; MLL CXXC-DNA inh: 13%; uPA surface inh: -12%; NPC1 promoter act: -29%; FLuc counter: inconclusive; ELG1 genotox: 2%

How did COCc1c(C(=O)N2CCN(S(=O)(=O)c3ccccc3Cl)CC2)oc2ccccc12 do in these assays?
Rab9 promoter act: 2%; p53 reactivation: -3%; BRCA1 expr up: -10%; uPA surface inh: 12%; NPC1 promoter act: -1%; FLuc counter: -3%; ELG1 genotox: -7%

Results for NC(=O)CC(NC(=O)c1ccc(Br)cc1)c1ccc(NC2CCCCCCC2)c([N+](=O)[O-])c1 (stereo not drawn) ?
MBNL1-CUG inh: 5%; Rab9 promoter act: 0%; Gal4-VP16 FLuc: -17%; RORgamma inh: inconclusive; p53 reactivation: -4%; BRCA1 expr up: -35%; MLL CXXC-DNA inh: 1%; uPA surface inh: -13%; NPC1 promoter act: -9%; FLuc counter: 0%; ELG1 genotox: 0%

What do the screens show for `COc1ccccc1NC(=O)Cc1noc(CSc2n[nH]c(N)n2)n1`?
MBNL1-CUG inh: -1%; Rab9 promoter act: -2%; Gal4-VP16 FLuc: -7%; RORgamma inh: -6%; p53 reactivation: 1%; BRCA1 expr up: 1%; MLL CXXC-DNA inh: 4%; uPA surface inh: -20%; NPC1 promoter act: -1%; FLuc counter: 6%; ELG1 genotox: 0%

What do the screens show for `Cc1ccc(C)c(C(=O)CCC(=O)OCn2nnc3ccccc3c2=O)c1`?
Rab9 promoter act: -2%; p53 reactivation: -3%; BRCA1 expr up: 4%; uPA surface inh: -20%; NPC1 promoter act: 1%; FLuc counter: -1%; ELG1 genotox: 3%

How did Cc1ccc(S(=O)(=O)N(CC(=O)Nc2ccccc2-c2ccccc2)c2ccc(C)cc2C)cc1 do in these assays?
MBNL1-CUG inh: -6%; Rab9 promoter act: -5%; Gal4-VP16 FLuc: -3%; RORgamma inh: -9%; p53 reactivation: 0%; BRCA1 expr up: -18%; MLL CXXC-DNA inh: 13%; uPA surface inh: 3%; NPC1 promoter act: 0%; FLuc counter: 0%; ELG1 genotox: 0%

What do the screens show for `CCOc1ccc(S(=O)(=O)N2CCCC(C(=O)NCCN3CCOCC3)C2)cc1Cl` (stereo not drawn)?
MBNL1-CUG inh: -6%; Rab9 promoter act: 3%; Gal4-VP16 FLuc: 15%; RORgamma inh: 9%; p53 reactivation: -2%; BRCA1 expr up: -2%; MLL CXXC-DNA inh: 4%; uPA surface inh: -1%; NPC1 promoter act: -11%; FLuc counter: -1%; ELG1 genotox: -1%

How did O=C(O)Cc1coc2ccc3ccccc3c12 do in these assays?
MBNL1-CUG inh: 2%; Rab9 promoter act: -2%; Gal4-VP16 FLuc: -7%; RORgamma inh: 11%; p53 reactivation: -4%; BRCA1 expr up: -6%; MLL CXXC-DNA inh: -2%; uPA surface inh: 2%; NPC1 promoter act: -7%; FLuc counter: inconclusive; ELG1 genotox: -1%

Results for CC1CC(C)CN(C(=O)COC(=O)c2ccc3ccccc3n2)C1 (stereo not drawn) ?
Rab9 promoter act: -2%; p53 reactivation: 0%; BRCA1 expr up: 2%; uPA surface inh: 5%; NPC1 promoter act: 8%; ELG1 genotox: 0%

Results for O=C(CO/N=C/c1ccccc1O)N1CCc2ccccc21 ?
MBNL1-CUG inh: 4%; Rab9 promoter act: 2%; Gal4-VP16 FLuc: 18%; RORgamma inh: 28%; p53 reactivation: 9%; BRCA1 expr up: 5%; MLL CXXC-DNA inh: 0%; uPA surface inh: 3%; NPC1 promoter act: 10%; FLuc counter: -16%; ELG1 genotox: 6%

How did O=C(OCc1ccccc1F)c1cc2ccccc2cc1O do in these assays?
MBNL1-CUG inh: 6%; Rab9 promoter act: 5%; Gal4-VP16 FLuc: 18%; RORgamma inh: 9%; BRCA1 expr up: 46%; MLL CXXC-DNA inh: 0%; uPA surface inh: 0%; NPC1 promoter act: -3%; FLuc counter: inconclusive; ELG1 genotox: 1%

What do the screens show for `Cc1cc(NC(=O)c2cc3nc4c(c(C(F)(F)F)n3n2)CCc2ccccc2-4)no1`?
MBNL1-CUG inh: 4%; Rab9 promoter act: -2%; Gal4-VP16 FLuc: inconclusive; RORgamma inh: -14%; p53 reactivation: -3%; MLL CXXC-DNA inh: 4%; NPC1 promoter act: -2%; FLuc counter: 9%; ELG1 genotox: 4%

How did COc1ccc2c(c1)nc(N)n2Cc1ccccc1 do in these assays?
MBNL1-CUG inh: -10%; Rab9 promoter act: 0%; Gal4-VP16 FLuc: inconclusive; RORgamma inh: inconclusive; p53 reactivation: 3%; BRCA1 expr up: -18%; MLL CXXC-DNA inh: 17%; uPA surface inh: -7%; NPC1 promoter act: -5%; FLuc counter: 2%; ELG1 genotox: -5%

Results for O=C(C1Cc2ccccc2CN1S(=O)(=O)c1ccc(F)cc1)N1CCCCCC1 (stereo not drawn) ?
MBNL1-CUG inh: -8%; Rab9 promoter act: 5%; Gal4-VP16 FLuc: -1%; RORgamma inh: 0%; p53 reactivation: -4%; BRCA1 expr up: 1%; MLL CXXC-DNA inh: 4%; uPA surface inh: 1%; NPC1 promoter act: -2%; FLuc counter: -2%; ELG1 genotox: 1%

How did CCCS(=O)(=O)c1c(S(=O)(=O)CCC)c2ccc(C(N)=O)cn2c1C(=O)c1ccc(F)cc1 do in these assays?
MBNL1-CUG inh: inconclusive; Rab9 promoter act: -8%; Gal4-VP16 FLuc: -14%; RORgamma inh: 14%; p53 reactivation: 0%; BRCA1 expr up: -8%; MLL CXXC-DNA inh: -12%; uPA surface inh: -7%; NPC1 promoter act: 0%; FLuc counter: -4%; ELG1 genotox: 1%

How did O=C(NCCCn1ccnc1)c1cc(-c2cccc(O)c2)on1 do in these assays?
MBNL1-CUG inh: -8%; Rab9 promoter act: inconclusive; Gal4-VP16 FLuc: -19%; RORgamma inh: 1%; p53 reactivation: inconclusive; BRCA1 expr up: 47%; MLL CXXC-DNA inh: -7%; uPA surface inh: -14%; NPC1 promoter act: 21%; FLuc counter: inconclusive; ELG1 genotox: 15%

Results for O=C(Nc1ccncc1)c1cc(S(=O)(=O)N2CCCCC2)ccc1Cl ?
Rab9 promoter act: 0%; p53 reactivation: 2%; BRCA1 expr up: -24%; uPA surface inh: 2%; NPC1 promoter act: 6%; FLuc counter: -1%; ELG1 genotox: -4%

Results for CC(=O)Nc1ccc(-c2csc(N/N=C(/C)c3ccccc3)n2)cc1 ?
MBNL1-CUG inh: 5%; Rab9 promoter act: 10%; Gal4-VP16 FLuc: 16%; RORgamma inh: -20%; p53 reactivation: 2%; BRCA1 expr up: -3%; MLL CXXC-DNA inh: 5%; uPA surface inh: 3%; NPC1 promoter act: 24%; FLuc counter: 21µM*; ELG1 genotox: -11%

Results for CCC(C)NC(=O)CCc1nnc2ccc(N3CCC(C)CC3)nn12 (stereo not drawn) ?
MBNL1-CUG inh: -2%; Rab9 promoter act: -5%; Gal4-VP16 FLuc: 1%; RORgamma inh: 6%; p53 reactivation: 1%; BRCA1 expr up: 16%; MLL CXXC-DNA inh: 6%; uPA surface inh: 1%; NPC1 promoter act: 0%; FLuc counter: 1%; ELG1 genotox: 0%

Results for CN(Cc1ccccc1)c1ncnc2ccc(Br)cc12 ?
MBNL1-CUG inh: 12%; Rab9 promoter act: 0%; Gal4-VP16 FLuc: -6%; RORgamma inh: -35%; p53 reactivation: -6%; BRCA1 expr up: -34%; MLL CXXC-DNA inh: 6%; uPA surface inh: -4%; NPC1 promoter act: -1%; FLuc counter: 0%; ELG1 genotox: -15%

Screens: PubChem BioAssay, National Center for Advancing Translational Sciences (NCATS)
